Screening results from PubChem.
Exocytosis inh – blocks lytic granule exocytosis; TALL-104 LAMP-1 surface exposure, flow cytometry; cells stimulated with thapsigargin and PMA; inhibition, % at 10 µM; 360,000 tested, 0.66% active;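 active = inhibition above about 55%, limit read from the data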
aDG glyco act – alpha-DG glycosylation activation | Pro5-aDG cells, alpha-DG glycosylation AlphaScreen (IIH6); 0% Pro5, 100% B10-LARGE cell signal | activation, % at 10 µM | 360,000 tested, 0.22% active | AID 624168;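 active = activation of at least 8% versus controls, or a plate z-score of at least 8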;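 note: Pro5 are CHO cells carrying HIG-tagged alpha-DG that lacks glycosylation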
iPSC survival up – enhancers of human iPSC single-cell survival. AID 602274. survival enhancement, % at 20 µM. 360,000 tested, 0.044% active. hiPSC single-cell survival, ATPlite luminescence; 100% = ROCK inhibitor wells, 0% = DMSO; in the data active = survival enhancement above about 18%;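 note: cells exposed to compounds for 16 hours before the ATP read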
HTR2A ag – agonists of mouse serotonin 5-HT2A receptor (HTR2A) | 360,000 tested, 0.66% active | AID 624169 | activation, % at 7.6 µM | P35363 | CHO-K1 mHTR2A beta-arrestin complementation, luminescence; percent of 30 µM serotonin response;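 active = activation above a run cutoff, the mean activation of all tested compounds plus 3 SD, cut at about 14% in these data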;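 note: 0% = plate median of compound wells and 100% = 30 µM serotonin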
Target sequence (P35363 whole entry, looked up): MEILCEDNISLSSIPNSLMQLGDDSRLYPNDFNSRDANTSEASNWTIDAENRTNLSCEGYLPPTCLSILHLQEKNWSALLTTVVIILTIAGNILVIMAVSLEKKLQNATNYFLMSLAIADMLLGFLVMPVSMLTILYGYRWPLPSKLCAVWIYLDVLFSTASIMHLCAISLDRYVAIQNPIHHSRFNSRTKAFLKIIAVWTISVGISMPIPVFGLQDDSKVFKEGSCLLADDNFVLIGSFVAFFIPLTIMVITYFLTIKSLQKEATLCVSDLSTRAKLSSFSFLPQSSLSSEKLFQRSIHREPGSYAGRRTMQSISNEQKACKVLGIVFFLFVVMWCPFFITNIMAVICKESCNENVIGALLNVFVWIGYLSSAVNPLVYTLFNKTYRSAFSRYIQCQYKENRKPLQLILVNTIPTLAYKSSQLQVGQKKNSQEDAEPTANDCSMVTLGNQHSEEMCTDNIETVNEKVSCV
MC4R antag cAMP – human MC4R antagonism in cAMP assay | AID 540295 | MC4R-expressing cells, MTII-stimulated cAMP, LANCE TR-FRET | 360,000 tested, 0.48% active | inhibition, % at 6.5 µM;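 active = inhibition above its plate's cutoff, the mean of tested wells on that plate plus 3 SD, cut at about 29% in these data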;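 note: 0% = Melanotan II alone and 100% = Melanotan II plus saturating MCL0020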
Target sequence (P32245 whole entry, looked up): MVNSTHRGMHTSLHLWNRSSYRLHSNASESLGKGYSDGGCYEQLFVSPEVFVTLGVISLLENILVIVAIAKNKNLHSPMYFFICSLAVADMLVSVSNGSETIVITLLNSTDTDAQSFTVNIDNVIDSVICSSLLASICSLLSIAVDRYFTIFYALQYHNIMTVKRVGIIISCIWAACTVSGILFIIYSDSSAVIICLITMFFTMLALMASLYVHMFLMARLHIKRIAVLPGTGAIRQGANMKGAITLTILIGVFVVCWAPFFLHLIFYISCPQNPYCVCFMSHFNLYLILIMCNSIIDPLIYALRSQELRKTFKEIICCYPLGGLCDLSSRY
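Test system: U2OS cells stably expressing human melanocortin 4 receptor (MC4R); also added: Melanotan II challenge; compound: 6.5 µM single dose; timing: 30-min compound preincubation, 1-h Melanotan II challenge, 1-h detection, room temperature; signal: Eu-cAMP/anti-cAMP TR-FRET, emission 671 nm; repeats: one well per compound, no replicates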
MC4R barr agon – agonists of human melanocortin 4 receptor (MC4R) beta-arrestin. AID 540308. U2OS MC4R beta-arrestin complementation, luminescence; percent of melanotan II response, DMSO zero. activation, % at 8.9 µM. 360,000 tested, 0.98% active;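 active = activation above a per-plate cutoff, the mean activation of sample wells on that plate plus 3 SD, cut at about 8% in these data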
H9c2 protect – modulators protecting cardiomyocytes from myocardial damage; H9c2 cardiomyocytes, H2O2 injury protection, ATPLite, 2 h; protection from H2O2 cell death, % at 20 µM; 360,000 tested, 0.63% active;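 active = compounds giving at least 50% protection of heart cells from peroxide-induced death in the single-dose screen, raw or plate-pattern-corrected value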;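 note: 0% = DMSO wells with peroxide and 100% = DMSO wells without peroxide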
ABCB6 inh MLPCN – inhibitors of human ABC transporter ABCB6 | fluorescence ratio to DMSO, % at 10 µM | Q9NP58 | K562-ABCB6 porphyrin accumulation, flow cytometry, 1 h; hits give low values | 360,000 tested, 0.19% active;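 active = fluorescence ratio to DMSO below 75%, the collection mean minus 3 SD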;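 note: signal is porphyrin accumulated inside mitochondria; 100% equals median channel fluorescence of DMSO control wells; lower ratio means ABCB6 inhibition with less porphyrin fluorescence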
Glyco luc inh – N-linked glycosylation inhibition; D54 ERlucT glycosylation luciferase reporter, 24 h; percent of 100 nM tunicamycin response; reporter increase, % at 12.5 µM; 360,000 tested, 0.23% active; AID 588692;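 active = mean luciferase reporter signal, scaled so untreated is 0 and the glycosylation-blocking control 100, at or above a set limit in every replicate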;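 note: luciferase carries N-glycosylation sites so blocking glycosylation raises the light; 0% = median of neutral control wells and 100% = median of 100 nM tunicamycin wells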
ABHD5 PLIN5 PPI – ABHD5-PLIN5 protein interaction inhibition. 360,000 tested, 0.78% active. inhibition, % at 4 µM. Q00G26+Q8WTS1. Split G. princeps luciferase complementation, luminescence, 4 h;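 active = inhibition above the mean inhibition across every tested compound plus 3 SD, cut at about 22% in these data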;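 note: 0% = DMSO only wells and the 100% control is not disclosed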
Numbers without * were called inactive.

[1] COC(=O)C1=C(C)NC(C)=C(C(=O)OC)C1C(=O)OCC(=O)c1ccc(Br)cc1
[2] Cc1cc(-c2cc(C(=O)NCc3ccccc3)on2)nc(NCC2CC2)n1
[3] OCCNCC12CC3CC(CC(C3)C1)C2
[4] COc1ccc(Cl)cc1-c1nc(SCC(=O)NC(C)(C)C)n[nH]1
[5] Cc1cccc2cc(CN(CCN(C)C)C(=S)NCc3ccco3)c(=O)[nH]c12
[6] CN(C)S(=O)(=O)c1ccc(C(=O)NC(=O)CSc2nnnn2C)cc1
[7] Cc1cccc(N(CC(=O)N2CCCC2)S(=O)(=O)c2ccccc2)c1C
[8] CS(=O)(=O)N(CC(=O)N1CCN(Cc2ccccc2)CC1)c1ccccc1F

entry no.,1,2,3,4,5,6,7,8
Exocytosis inh,4,-3,4,-17,-2,1,1,2
aDG glyco act,-0.3,0.1,0.9,0.0,-0.3,0.0,0.0,0.0
iPSC survival up,0.7,-0.9,-0.7,0.1,-1.9,1.0,4.9,0.5
HTR2A ag,0,0,-6,-5,1,-1,-7,-1
MC4R antag cAMP,13,-3,-8,-4,18,7,12,19
MC4R barr agon,0.6,-0.8,0.1,-0.6,1.5,-0.2,-0.9,-0.8
H9c2 protect,8,-4,-3,-1,10,-3,15,1
ABCB6 inh MLPCN,101,98,93,97,111,104,98,98
Glyco luc inh,1,4,-1,-2,-2,2,2,4
ABHD5 PLIN5 PPI,-6,6,-2,-3,0,-4,1,-1

[9] CCOC(=O)c1ccc(NC(=O)COc2cc3oc(=O)c(CC(C)O)c(C)c3cc2Cl)cc1 (stereo unspecified)
[10] CCOC(=O)C(C)On1c(-c2ccccc2)nc2ccc([N+](=O)[O-])cc21 (stereo unspecified)
[11] CCCc1ccc(C(=O)NC(=O)c2ccccc2O)cc1
[12] CC(=O)NNC(=O)CC(=O)Nc1nc(C23CC4CC(CC(C4)C2)C3)cs1
[13] COc1ccc2oc(CS(=O)c3ccccc3)c(C(=O)O)c2c1 (stereo unspecified)
[14] Cc1ccc(NS(=O)(=O)c2cccc(C(=O)O)c2)c(C)c1
[15] O=C(CSc1nnc(-c2cccc(F)c2)o1)N1CCOCC1
[16] COc1ccccc1NC(=O)CSCc1cc(=O)n2c(C)csc2n1

entry no.,9,10,11,12,13,14,15,16
Exocytosis inh,-2,-3,0,-2,-1,4,1,-3
aDG glyco act,0.1,0.7,0.2,-0.1,-0.1,0.0,-0.1,-0.2
iPSC survival up,0.7,1.7,-0.8,-1.2,-0.1,8.0,-0.4,-0.5
HTR2A ag,-6,-2,-3,-1,0,-5,0,8
MC4R antag cAMP,13,2,-2,1,1,4,13,10
MC4R barr agon,3.0,-1.1,0.3,-1.4,0.0,-0.3,0.2,-0.1
H9c2 protect,10,-12,-16,0,-1,-1,-3,-2
ABCB6 inh MLPCN,103,100,97,101,91,98,94,95
Glyco luc inh,0,3,-7,5,-1,1,0,0
ABHD5 PLIN5 PPI,3,0,-9,-3,-6,8,2,10

[17] Cc1ccc(CNc2nc(Cl)c(C#N)s2)cc1
[18] C=CCNC(=O)CN1CCC(n2c(C)nc3cc(C(F)(F)F)ccc32)CC1
[19] CN(C)/C=N/c1cc(=O)n(C)c(=O)n1Cc1ccccc1
[20] Cn1cnc(S(=O)(=O)N2CCCCC2c2cc(C(=O)Nc3cccc4c3CCCC4)no2)c1 (stereo unspecified)
[21] COc1ccc(NS(=O)(=O)c2ccc3c(c2)NC(=O)CCS3)cc1Cl
[22] c1ccc(-c2csc(CN3CCCCC3)n2)cc1
[23] O=C(NCc1ccc(F)cc1)Nc1nnc([C@H]2C[C@H](O)[C@@H](CO)O2)s1
[24] Cc1ccn2c(=O)c(NC(=O)COc3ccccc3)c(C)nc2c1

entry no.,17,18,19,20,21,22,23,24
Exocytosis inh,-1,0,-2,-2,-4,3,-2,18
aDG glyco act,1.2,0.9,-0.1,-0.1,0.0,0.0,-0.2,-0.1
iPSC survival up,-2.0,0.1,-0.8,-1.5,-0.1,-2.4,0.0,-0.4
HTR2A ag,1,-1,0,3,-9,-6,4,13
MC4R antag cAMP,7,2,6,2,-27,4,5,-2
MC4R barr agon,8.1,0.2,-2.8,0.2,1.4,1.4,-0.2,-2.1
H9c2 protect,-4,11,-2,2,-9,-19,2,-6
ABCB6 inh MLPCN,105,99,100,100,100,99,105,102
Glyco luc inh,-4,0,10,-1,-3,-14,0,1
ABHD5 PLIN5 PPI,1,7,-12,0,-3,2,6,2

[25] CCCOc1ccc(F)cc1-c1cc(C(=O)NC(C)C)[nH]n1
[26] CCOc1ccc(N2C(=O)CC(S/C(N)=N/N=C/c3cccs3)C2=O)cc1 (stereo unspecified)
[27] CC[N+]1(CC)CC2CCC(C)(C1)C2(C)C (stereo unspecified)
[28] O=C(/C=C/c1ccco1)NC1CCCC1
[29] CC(=O)NC(CCCN1C(=O)c2ccccc2C1=O)c1nnn(C)n1 (stereo unspecified)
[30] Cc1cc(C)c2oc(=O)cc(CN3CCN(Cc4ccc5c(c4)OCO5)CC3)c2c1
[31] COc1cc2c(cc1OC)CN(C(=O)c1cc(COc3ccccc3SC)on1)CC2
[32] COc1ccc(NC(=O)Nc2cccc3c2O[C@H](CN(C)S(=O)(=O)c2ccc(OC)cc2)[C@@H](C)CN([C@H](C)CO)C3=O)cc1

entry no.,25,26,27,28,29,30,31,32
Exocytosis inh,6,-4,5,-2,-5,-2,0,-18
aDG glyco act,0.6,3.5,-0.1,-0.5,0.1,-0.2,0.2,0.0
iPSC survival up,5.8,1.6,0.5,1.5,-0.8,-0.5,-1.9,-0.7
HTR2A ag,7,5,4,-2,3,-3,-3,-3
MC4R antag cAMP,-5,16,-5,-4,5,6,9,9
MC4R barr agon,-1.8,0.2,0.5,-1.3,-0.7,0.5,-0.3,1.3
H9c2 protect,7,-4,-3,4,-2,-5,-3,23
ABCB6 inh MLPCN,93,97,94,89,92,96,104,105
Glyco luc inh,1,0,5,0,1,1,3,-3
ABHD5 PLIN5 PPI,-4,1,4,6,2,3,-1,1

[33] CCCCn1c(=O)[nH]c(=O)c2c(C(=O)OCC)cc(-c3ccc(OC(F)F)cc3)nc21
[34] Cc1cccc(NCCC#N)c1
[35] CCOC(=O)C1C(=O)OC2(CCCCC2)C1C(=O)OCC (stereo unspecified)
[36] Cc1noc(C)c1S(=O)(=O)N(C)C[C@H]1Oc2c(NC(=O)C3CCCCC3)cccc2C(=O)N([C@H](C)CO)C[C@@H]1C
[37] NC(=S)N/N=C/c1cc([N+](=O)[O-])ccc1Cl
[38] COc1ccccc1C(=O)NCC(=O)N1CCN(S(=O)(=O)c2ccccc2C(F)(F)F)CC1
[39] O=C(O)Cc1ccc(NC(=O)c2ccc3c(c2)C(=O)N(Cc2ccccc2)C3=O)cc1
[40] c1ccc(-c2csc(NNC3=NCCCCC3)n2)cc1

entry no.,33,34,35,36,37,38,39,40
Exocytosis inh,-1,-5,6,2,12,-4,16,0
aDG glyco act,0.3,-0.1,0.8,0.1,0.3,0.1,-0.1,-0.7
iPSC survival up,12,-0.5,-0.4,3.1,0.6,0.1,-1.7,-4.8
HTR2A ag,7,1,2,3,1,2,6,1
MC4R antag cAMP,6,6,2,10,-1,5,6,-4
MC4R barr agon,-3.1,-1.7,2.6,0.7,-2.5,-1.8,-0.6,0.1
H9c2 protect,11,-1,2,5,-6,-2,9,4
ABCB6 inh MLPCN,96,103,97,96,93,99,103,85
Glyco luc inh,-2,1,2,-2,-1,0,5,-4
ABHD5 PLIN5 PPI,1,-5,10,-18,-5,0,5,3

[41] O=[N+]([O-])c1ccc(Cl)c(-c2ccc(/C=N/n3cnnc3)o2)c1
[42] Cc1ccc([N+](=O)[O-])cc1S(=O)(=O)NCCc1c(C)[nH]c2c(C)cccc12
[43] O=C(N/N=C/c1ccccc1)c1cc[n+]([O-])cc1
[44] COC(C[C@@H](O)C[C@@H](O)COCc1ccccc1)OC
[45] Cc1cccnc1NC(=S)NC(=O)c1oc2ccccc2c1C
[46] Cc1ccc(C)c(NC(=O)CN(C)C(=O)C2CCN(S(=O)(=O)c3ccc4c(c3)OCCO4)CC2)c1
[47] Cc1ccc(-c2c[n+](CC(=O)c3ccc(Br)cc3)c3n2CCCCC3)cc1
[48] COc1ccc(C(CNC(=O)COc2ccc(F)cc2Cl)N2CCOCC2)cc1 (stereo unspecified)

entry no.,41,42,43,44,45,46,47,48
Exocytosis inh,3,0,-11,0,24,-2,8,-6
aDG glyco act,0.2,-0.3,-0.1,0.2,0.2,0.3,0.2,0.0
iPSC survival up,-0.9,0.6,1.0,-2.0,-0.5,0.2,-0.2,-0.3
HTR2A ag,-3,-7,5,-1,-6,-6,-6,2
MC4R antag cAMP,-5,2,-1,6,0,2,3,5
MC4R barr agon,-1.5,-1.1,-0.8,0.1,-1.6,-1.6,-0.2,-1.6
H9c2 protect,5,7,6,-1,-12,5,-18,2
ABCB6 inh MLPCN,94,103,93,98,105,101,98,99
Glyco luc inh,-1,1,2,5,1,0,-1,-3
ABHD5 PLIN5 PPI,-1,16,3,4,-3,-2,13,6

Reprinted from the part before: three compounds; new compounds follow.
[46] Cc1ccc(C)c(NC(=O)CN(C)C(=O)C2CCN(S(=O)(=O)c3ccc4c(c3)OCCO4)CC2)c1
[47] Cc1ccc(-c2c[n+](CC(=O)c3ccc(Br)cc3)c3n2CCCCC3)cc1
[48] COc1ccc(C(CNC(=O)COc2ccc(F)cc2Cl)N2CCOCC2)cc1 (stereo unspecified)
[49] Cc1cc(NC(=O)CCC(=O)N(c2ccccc2)C(C(=O)NC2CCCC2)c2ccncc2)no1 (stereo unspecified)
[50] CC(C)(O)C#Cc1ccc(C(=O)NCc2ccccc2F)cc1
[51] Cc1ccccc1COc1ccc(/C=N/NC(=O)c2nnn(-c3nonc3N)c2CN2CCC(C)CC2)cc1
[52] Cc1ccc(OCc2cc(C(=O)NC3CCCCC3)no2)cn1
[53] CCOC(=O)N1CCN(C(=O)CSc2nc3c([nH]c4ccccc43)c(=O)n2CCOC)CC1
[54] CC(=O)c1sc(NCCOc2ccc(C)cc2)nc1C
[55] COc1ccc(C(=O)N2[C@@H](C(C)C)COc3cc(Br)ccc3S2(=O)=O)cc1
[56] Cc1cccc(N(C(=O)c2csnn2)C(C(=O)NC(C)(C)C)c2cccnc2)c1 (stereo unspecified)

entry no.,46,47,48,49,50,51,52,53,54,55,56
Exocytosis inh,-2,8,-6,-1,1,34,-2,1,0,-2,6
aDG glyco act,0.3,0.2,0.0,-0.3,0.0,1.5,3.6,-0.4,0.3,-0.1,0.1
iPSC survival up,0.2,-0.2,-0.3,-0.1,-0.2,0.8,-0.3,2.1,-1.0,1.9,-0.4
HTR2A ag,-6,-6,2,-3,0,6,8,-2,-7,-5,-1
MC4R antag cAMP,2,3,5,-2,12,22,2,-18,4,10,16
MC4R barr agon,-1.6,-0.2,-1.6,-1.4,-1.6,-0.3,-2.0,-1.8,-1.4,0.7,-4.0
H9c2 protect,5,-18,2,6,-8,-10,-18,24,-11,15,-4
ABCB6 inh MLPCN,101,98,99,93,101,103,95,102,102,98,102
Glyco luc inh,0,-1,-3,0,0,-6,2,1,0,0,3
ABHD5 PLIN5 PPI,-2,13,6,4,3,-10,-10,-4,2,-14,1
